Assay outcomes from PubChem.
ERG Ets-DNA blk: ERG Ets/DNA interaction inhibition | P11308 | AID 624246 | fluorescence polarization, His-ERG Ets domain / labelled DNA | Potency, µM (doses to about 76.9 µM), for the others: at the top dose FP activity, negative = inhibition, most hits filed as inhibitors | hit rate 0.028% among 370,000; active = well fitted inhibition curve with a large enough effect in the polarisation, with a control signal flat; inconclusive = small, poorly fitted or top-dose-only effect, or effect the other way, or a change in a side signal; inactive = no such curve, though single readings can be large or run the other way; the % refers to the polarisation;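 also: polarization taken with two DNA probes labelled with fluorescein and Texas red; potency is read from the fitted curve at half-maximal effect; % of control where 0% means no effect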
Target sequence (P11308 whole entry, looked up, the tested form may be a part): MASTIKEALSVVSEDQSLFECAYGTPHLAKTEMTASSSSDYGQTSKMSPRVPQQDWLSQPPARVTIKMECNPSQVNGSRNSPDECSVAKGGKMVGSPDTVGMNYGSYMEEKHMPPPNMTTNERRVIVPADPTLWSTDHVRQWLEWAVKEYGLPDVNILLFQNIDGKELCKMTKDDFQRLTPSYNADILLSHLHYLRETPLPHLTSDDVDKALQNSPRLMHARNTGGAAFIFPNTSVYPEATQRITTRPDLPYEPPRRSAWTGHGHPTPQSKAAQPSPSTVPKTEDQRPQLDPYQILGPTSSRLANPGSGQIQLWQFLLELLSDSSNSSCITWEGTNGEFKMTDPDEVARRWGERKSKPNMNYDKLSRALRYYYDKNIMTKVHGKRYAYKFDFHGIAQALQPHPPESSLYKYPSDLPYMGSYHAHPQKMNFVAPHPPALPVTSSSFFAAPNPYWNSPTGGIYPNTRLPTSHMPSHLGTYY
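His-tagged ERG Ets domain (1 uM in the protein solution; 300mM KCl, 50mM Tris-HCl, 1mM EDTA, 1mM DTT, pH 7.5) received compound, then a probe mix of 5 nM fluorescein-DNA and 100nM Texas-615-DNA. Fluorescence polarization was read for both dyes.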
PI4K2A block: blocks human PI4K2A kinase activity. AID 1346378. purified PI4K2A, ADP-Glo luminescence, 1 h; active compounds read low. activity change, negative = inhibition, % at 76.9 µM. Q9BTU6. hit rate 0.13% among 420,000; in the data active = activity change below about -50%; inconclusive = mostly about -30% to -49%;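 also: -100% = wells without enzyme as full effect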
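ADP-Glo luminescence measured ADP generated by PI4K2A enzyme (4 ug/mL before mixing) with 1.2 mM PI substrate (pre-mix) and 300 microM ATP (pre-mix). Tris pH7.5 buffer with MgCl2, Triton X-100; 1 h reaction at ambient temperature.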
HP1b chromo inh: inhibitors of HP1-beta chromodomain binding to methylated histone tails; P83916; AlphaScreen HP1-beta / biotin-H3K9me3 peptide binding; Potency, µM (titrated, usually from 114 µM), without a hit: top-dose activity change, negative = inhibition, usual class: inhibitors; hit rate 0.56% among 390,000; also: potency is read from the fitted curve at half-maximal effect; nearly all actives have a fitted effect of over 70% in size; inactives centre near 23
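Compound inhibition of the preformed complex between 50 nM HP1-beta and 50 nM biotinylated H3K9me3 peptide was read by AlphaScreen. Buffer was PBS pH 7.4 with 0.01% Tween-20. Incubations ran 30 min at room temperature, with 10 ug/mL donor/acceptor beads.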
GLS inh: inhibitors of human glutaminase (GLS). GLS enzymatic activity, qHTS titration. AID 624170. hit rate 0.21% among 410,000. Potency, µM (doses to about 45.5 µM), without a hit: top-dose activity change, negative = inhibition, hits mostly inhibitors; also: potency is read from the fitted curve at half-maximal effect; % is scaled to controls: 0 for no effect and ±100 for the full control effect
Target sequence (O94925 whole entry, looked up): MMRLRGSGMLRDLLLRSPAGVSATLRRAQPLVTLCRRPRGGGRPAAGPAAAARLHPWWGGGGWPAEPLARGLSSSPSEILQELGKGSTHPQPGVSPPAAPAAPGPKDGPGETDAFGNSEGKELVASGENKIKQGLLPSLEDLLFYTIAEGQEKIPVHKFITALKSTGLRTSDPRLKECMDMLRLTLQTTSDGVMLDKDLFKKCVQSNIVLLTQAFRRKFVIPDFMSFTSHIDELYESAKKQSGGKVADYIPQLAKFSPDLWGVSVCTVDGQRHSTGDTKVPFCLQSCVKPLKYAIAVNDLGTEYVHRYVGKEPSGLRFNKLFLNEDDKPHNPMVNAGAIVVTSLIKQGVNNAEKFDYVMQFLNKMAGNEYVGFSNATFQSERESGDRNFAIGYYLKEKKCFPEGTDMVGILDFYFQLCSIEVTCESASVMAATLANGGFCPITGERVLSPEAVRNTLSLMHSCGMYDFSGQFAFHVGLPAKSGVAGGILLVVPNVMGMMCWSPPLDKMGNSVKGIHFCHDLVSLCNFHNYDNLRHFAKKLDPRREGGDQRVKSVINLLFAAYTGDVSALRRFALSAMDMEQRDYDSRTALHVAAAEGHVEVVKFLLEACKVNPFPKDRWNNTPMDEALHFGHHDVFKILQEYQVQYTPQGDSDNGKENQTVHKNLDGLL
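Read-out is an Amplex red fluorescence increase coupled through glutamate oxidase and HRP, measured before and after 30 min room-temperature incubation. hKGA is in 45 mM KH2PO4 (pH 8.2) with 0.02% Tween-20; glutamine added as 1mM solution.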
G9a inh: G9a (human) methyltransferase inhibition; Q96KQ7; G9a H3K9 monomethylation, AlphaScreen, 2 h; Potency, µM (top dose mostly 102 µM), for inactives: at the highest dose activity, negative = inhibition, actives largely listed as inhibitors; hit rate 8.8% among 350,000; AID 504332; also: potency is read from the fitted curve at half-maximal effect; % is scaled to controls: 0 for no effect and ±100 for the full control effect; nearly all actives have a fitted effect of over 75% in size
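G9a (20 nM) preincubated 15 min RT with compounds, then 500 nM biotinylated H3K9 peptide and 20 uM SAM added; 2 h RT reaction. Monomethyl-H3K9 product detected by AlphaScreen with anti-H3K9me1 antibody, streptavidin donor and anti-rabbit IgG acceptor beads.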
Tb PGK inh: inhibitors of T. brucei phosphoglycerate kinase | PGK/GAPDH coupled, Kinase-Glo luminescence, 60 min | P07378 | Potency, µM (highest dose often 57.5 µM), for the others: top-dose activity change, negative = inhibition, hits mostly inhibitors | AID 602233 | hit rate 0.043% among 380,000; also: potency is read from the fitted curve at half-maximal effect; % is scaled to controls: 0 for no effect and ±100 for the full control effect; nearly all actives have a fitted effect of over 60% in size
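Luminescent ATP detection (Kinase-Glo Plus) follows a 60-minute room-temperature incubation, with wells lacking PGK as controls. Buffer: 100 mM TEA (pH 7.6), 5 mM MgCl2, 0.01% Tween-20. Coupling enzyme GAPDH (100 nM final) supplies unstable 1,3-BPG in-well.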
BAZ2B block: inhibitors of human BAZ2B bromodomain. Q9UIF8. AlphaScreen BAZ2B-H3K14Ac peptide displacement. Potency, µM (highest dose often 114 µM), without a hit: at the highest dose activity change, negative = inhibition, hits mostly inhibitors. hit rate 4.4% among 360,000; also: potency is read from the fitted curve at half-maximal effect; % is scaled to controls: 0 for no effect and ±100 for the full control effect; nearly all actives have a fitted effect of over 60% in size
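Protein-peptide AlphaScreen: BAZ2B 50 nM, b-H3K14Ac 50 nM, 1x PBS pH 7.4 + 0.01% Tween-20. Preincubation 30 min RT; cpd 30 min RT (top 110 uM); beads 20 min RT, light-protected.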
JMJD2A Tudor inh: inhibitors of human JMJD2A Tudor domain; AlphaScreen JMJD2A-Tudor / H3K4me3 peptide binding; hit rate 4.4% among 390,000; AID 504339; Potency, µM (top dose mostly 114 µM), inactives show at the top dose activity change, negative = inhibition, actives largely listed as inhibitors; also: potency is read from the fitted curve at half-maximal effect; % is scaled to controls: 0 for no effect and ±100 for the full control effect; nearly all actives have a fitted effect of over 50% in size
Pin1 inhibitor: human Pin1 inhibition. AID 504891. Potency, µM (top dose mostly 115 µM), without a hit: at the top dose activity, negative = inhibition, actives largely listed as inhibitors. Pin1 FP peptide displacement, HiFluor488, 10 min. hit rate 0.009% among 390,000. Q13526; active = well fitted inhibition curve with a large enough effect in the polarisation, with a control signal flat, not every such curve was filed as active; inconclusive = small, poorly fitted or top-dose-only effect, or effect the other way, or a change in a side signal; inactive = no such curve, though single readings can be large or run the other way; the % refers to the polarisation; also: potency is read from the fitted curve at half-maximal effect; % is scaled to controls: 0 for no effect and ±100 for the full control effect
An asterisk follows results filed as active; i = inactive; ? = inconclusive; nt = not tested or not shown; & = joins results of further samples; [ ] = dose if it differs, or a comment. Unless noted, calls follow the shape of the dose curve; as a rule, active = well fitted curve in the direction sought with a large enough effect; inconclusive = small, poorly fitted or top-dose-only effect, or another doubt; inactive = no such curve, though single readings can be large; an effect the other way counts as inactive or inconclusive. Only part of the results is shown, so the mix of outcomes need not match the whole.

SMILES	ERG Ets-DNA blk	PI4K2A block	HP1b chromo inh	GLS inh	G9a inh	Tb PGK inh	BAZ2B block	JMJD2A Tudor inh	Pin1 inhibitor
CCCN1CCC[C@@H](c2cccc(O)c2)C1	3.5%	0.4&4.0	5.1%	-3.0%	?	-8.8%	10.2%	-25.9%	4.8%
COc1ccc(-c2nc(CSCC(=O)N3CCC4(CC3)OCCO4)c(C)o2)cc1OC	-1.0%	0.9	25.9%	-2.6%	nt	-10.6%	?	-1.5%	-1.4%
COc1ccc(Cl)cc1C(=O)C1CCCN(CCO)C1 (stereo not drawn)	2.3%	4.6	33.2%	-26.5%	nt	7.8%	-4.7%	-15.4%	1.3%
Cn1c(=O)cc(SCC(=O)N2CCC3(CC2)OCCO3)c2ccccc21	-1.4%	3.7	18.8%	7.9%	?	-0.4%	6.3%	-17.3%	-1.2%
c1cnc2c(c1)ccc1ncccc12	-14.8%	6.1	33.4%	-19.6%	7.2%[59 µM]	i	-4.4%	-2.7%	0.7%
C(#CCN1CCOCC1)COCc1ccccc1	-12.0%	-25.8	49.2%[activator]	3.2%	2.9%[59 µM]	-1.8%	-3.1%	-20.4%	1.8%
CCN(N=Nc1nonc1OC)c1nonc1OC	-8.6%	-5.0	60.0%[activator]	-3.8%	22.1%[59 µM]	-5.8%	6.7%	-4.7%	-4.1%
COC(=O)C1=C(c2ccc(F)cc2F)C[C@@H]2CC[C@H]1N2C(=O)NCCNC(C)=O	11.2%	3.9	43.3%[activator]	0.6%	4.5%[0.501 µM]	-1.3%	2.0%	-4.9%	0.3%
COc1ccc(CN2C(=O)NC(=O)/C(=C\c3ccc(OC)c(OC)c3OC)C2=O)cc1	-1.2%	-14.8	-15.5%	-5.3%	?	-8.6%	-35.5%	56.2µM*	23.4%
COc1ccc(-n2c(/C=C\c3ccccc3F)nc3ccccc3c2=O)c(OC)c1	3.2%	0.7	-10.6%	-0.7%	11.5%[59 µM]	-6.3%	-13.8%	-28.1%	-5.7%
COC(=O)Nc1ccc(N=C(N)N[N+](=O)[O-])cc1	5.9%	3.2	25.6%	0.6%	4.2%	i	-2.5%	0.0%	-3.9%
CNC(=O)Oc1cccc2ccccc12	12.3%	-11.6&1.9	28.2%	6.5%&5.4%	11.5%	-1.9%	-1.0%	-6.9%	5.8%
Cc1nc2cc([N+](=O)[O-])ccc2c(=O)n1-c1ccccc1[N+](=O)[O-]	12.0%	2.4	41.7%[activator]	-0.2%	-12.5%[0.501 µM]	i	-14.9%	-15.5%	-0.8%
COC(=O)C1=C(N)OC(C)=C(C(C)=O)C12C(=O)N(C)c1ccccc12 (stereo not drawn)	5.3%	1.9	33.0%	-3.8%	-8.0%	-0.2%	12.1%	-8.8%	1.8%
CCCCCCCCN=Cc1c(O)[nH]c(=O)[nH]c1=O	-4.5%	0.9	27.3%	5.8%	nt	-4.4%	1.9%	-6.9%	-7.1%
O=C(c1cc(=O)[nH]c2ccc(Br)cc12)N1CCC2(CC1)OCCO2	12.9%	0.1	12.8%	7.3%	-11.3%[12.7 µM]	i	9.8%	-0.3%	0.3%
COc1cc(C(O)CNC(C)C)cc(F)c1OC (stereo not drawn)	nt	0.3	44.3%[activator]	3.6%	nt	-2.2%	nt	3.6%	-13.4%
CCN(CC)CCCOC(=O)C(OC)(c1ccccc1)c1ccccc1	nt	0.2	41.0%[activator]	4.9%	23.8%[12.7 µM]	nt	6.8%	-9.9%	-4.9%
Cn1c(O)c(C2=NNC(c3ccc(Cl)cc3)C2)c(=O)n(C)c1=O (stereo not drawn)	5.6%	-3.2	30.4%	1.0%	nt	2.3%	44.7µM*	-2.8%	5.4%
Cc1cccc(-c2nc(CN3C(=O)CN=C(c4ccccc4)c4ccccc43)c(C)o2)c1	-4.2%	-0.1	-21.0%	18.3%	?	4.3%	22.4µM*	?	10.4%
CCCNC(=O)N1[C@H]2CC[C@@H]1C(C(=O)OC)=C(c1ccc3ccccc3c1)C2	0.7%	2.8	27.3%	4.0%	-12.7%[2.33 µM]	6.7%	28.7%	-16.9%	1.2%
Cc1cc(N(C)C)ccc1N=Nc1ccc(N)cc1	19.2%	-3.0	44.7µM*	-2.0%	nt	3.3%	nt	20µM*	65.0%[activator]
COc1cccc(C2(C#N)CCN(C)CC2)c1	-1.9%	2.3	18.0%	13.4%	-47.7%	3.7%	nt	-3.3%	1.5%
COC(=O)C1=C(c2ccc(F)cc2F)C[C@@H]2CC[C@H]1N2C(=O)NCCOc1ccccc1Cl	-15.1%	-0.4	56.0%[activator]	-6.4%	13.8%[2.33 µM]	-5.2%	2.9%	-9.2%	-1.9%
N#CC1=C(N)Oc2c(c(=O)oc3ccccc23)C1c1ccncc1 (stereo not drawn)	-3.6%	6.0	26.0%	-0.1%	-12.0%[59 µM]	nt	1.9%	-9.2%	?
(list continues)
SMILES	ERG Ets-DNA blk	PI4K2A block	HP1b chromo inh	GLS inh	G9a inh	Tb PGK inh	BAZ2B block	JMJD2A Tudor inh	Pin1 inhibitor
Cc1nn(Cc2ccccc2)c(C)c1C(=O)O	-4.8%	-0.9	30.6%	7.7%	7.0%	8.4%	-8.9%	-1.4%	-0.3%
O=c1[nH]c(=O)n(-c2ccccc2)c(O)c1/C=C1/C(c2ccccc2)=Nc2ccccc21	10.3%	-11.6	-9.8%	9.3%	?	-7.4%	?	?	54.7%[activator]
O=C1NC(=O)N(c2ccc(Cl)cc2)C(=O)/C1=C\c1ccc(Sc2nc3ccccc3[nH]2)o1	131.3%[activator]	?	39.8µM*	-21.1%	3.16µM*	-21.4%	28.2µM*	10µM*	?
COc1ccccc1C1=NCc2nnc(CSC)n2-c2ccc(Cl)cc21	-4.8%	13.1	12.5%	-0.5%	nt	-1.0%	nt	-14.7%	0.1%
C=CCN1CC[C@]23c4c5ccc(O)c4OC2[C@H](O)CC[C@@]3(O)[C@H]1C5 (stereo partly drawn)	3.6%	-4.0	16.6%	42.2%[activator]	nt	-2.0%	nt	-12.4%	-16.9%
c1ccc(Nc2ccc(Nc3ccccc3)cc2)cc1	2.2%	-2.9	?	20.8%	9.8%[0.501 µM]	5.2%	28.2µM*	20µM*	?
O=C1NC(=O)C2(Cc3ccccc3N3CCCC32)C(=O)N1c1ccccc1 (stereo not drawn)	-10.5%	1.9	50.2%[activator]	-17.9%	28.2µM*	-4.8%	13.2%	-15.8%	-16.1%
CC12CC[C@H]3[C@@H](CCC4(O)C[C@H](O)CCC34/C=N/NC(=O)c3ccccc3Cl)C1(O)CCC2C1=CC(=O)OC1 (stereo partly drawn)	9.8%	-5.8	16.2%	-1.3%	nt	-1.2%	-1.2%	-23.5%	-3.9%
COC(=O)c1[nH]c2ccc(C)cc2c1NC(=O)Oc1ccccc1	8.5%	-0.8	28.0%	13.5%	?	-0.1%	-1.0%	-15.1%	2.2%
CN1CCN(Cc2ccc(Br)s2)CC1	nt	-3.4	?	22.0%	3.98µM*	3.5%	?	5.62µM*	-9.2%
CCOc1ccc(-c2nc(CSCC(=O)NCCc3ccc(OCC)c(OCC)c3)c(C)o2)cc1	4.5%	-1.7	-6.2%	-11.7%	-33.8%[59 µM]	-9.5%	-22.4%	-35.6%	?
Cc1ccc(/C=C2\C(=O)NC(=O)N(Cc3ccccc3Cl)C2=O)o1	23.7%	-8.7	16.7%	15.7%	12.6µM*	-4.8%	31.6µM*	-13.6%	?
COc1cc(/C=N/NP(=S)(c2ccccc2)c2ccccc2)ccc1O	-2.1%	-5.2	-39.1%	5.8%	44.7µM*	6.8%	-35.3%	?	2.9%
CN1CCN(c2ncc(C=O)s2)CC1	-8.6%	2.8	21.8%	8.7%	5.8%	-6.7%	15.9%	-6.9%	-6.1%
CC(C)OP(=O)(OC(C)C)C(O)c1ccccc1F (stereo not drawn)	-6.6%	-5.1	15.6%	5.8%	7.8%[59 µM]	-8.4%	1.3%	-11.5%	-9.3%
c1cc(CNCCc2ccc3c(c2)OCO3)ccn1	-0.6%	7.4	?	-1.7%	23.4%[0.501 µM]	-4.9%	56.2µM*	8.91µM*	-7.2%
Cc1ccc(C(=O)Nc2ccc(S(=O)(=O)N3CCC(c4nc5ccccc5s4)CC3)cc2)cc1	-7.7%	0.0	34.4%	1.8%	-28.4%[59 µM]	10.9%	?	-12.9%	-3.7%
COc1ccc(NC2=NCCCS2)cc1OC	-0.7%	-1.3	-21.8%	50.9%[activator]	?	-8.3%	-5.4%	-29.0%	-13.5%
Cc1cc(=O)oc2cc3c(cc12)CCCN3	-1.5%	-2.4	121.9%[activator]	?	72.7%[activator]	nt	14.0%	14.4%	-1.9%
O=c1[nH]c(CN2CCNCC2)nc2ccccc12	3.9%	2.1	35.7%	-5.4%	?	-5.2%	-11.4%	0.0%	-8.6%
Cc1ccc2c(c1)CC1(CN2C)C(=O)NC(=O)N(c2ccccc2C)C1=O (stereo not drawn)	-10.3%	-0.5	34.0%	7.9%	10µM*	-4.1%	-4.5%	-4.7%[57.1 µM]	-9.5%
Cc1ccc(O)c(C)c1	6.6%	2.6	26.6%	19.8%	-21.9%[0.501 µM]	i	9.2%	-14.5%	-0.9%
O=C1NCCOC(=O)[C@@H](Cc2ccc(F)cc2)CC/C=C/C[C@H]1CC(=O)N(CCO)Cc1ccccc1	1.9%	-0.5	39.0%[activator]	-2.6%	nt	2.4%	nt	-13.7%	-1.9%
